CASP6 VEID inh: human caspase-6 inhibitors, primary screen, biochemical, VEID-R110 fluorescence, single point, set 2; P55212; purified caspase-6, Z-VEID-R110 cleavage fluorescence; inhibition, % at 12.5 µM; 0.53% of 350,000 active; AID 686996, 2013;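 active means mean inhibition across replicates at least about 35%, with every replicate also reaching that limit, limit read from the data; inconclusive means only one of the two criteria met; inactive means neither criterion met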;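 further: 0% = median of neutral control wells and 100% = no fluorescence left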
Target sequence (P55212 24-179 limits assumed): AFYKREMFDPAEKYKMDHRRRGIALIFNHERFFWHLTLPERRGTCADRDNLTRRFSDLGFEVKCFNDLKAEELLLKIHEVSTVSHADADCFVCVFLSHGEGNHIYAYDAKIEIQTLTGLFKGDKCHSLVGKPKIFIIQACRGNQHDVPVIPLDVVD
Target sequence (P55212 194-293 limits assumed): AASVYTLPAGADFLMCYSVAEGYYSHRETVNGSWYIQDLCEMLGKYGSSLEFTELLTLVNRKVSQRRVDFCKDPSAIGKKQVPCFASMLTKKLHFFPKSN
SIRT5 inh: SIRT5 desuccinylase inhibitors, primary screen, biochemical, fluorescence imaging, single point, set 5. NAD-dependent protein deacylase sirtuin-5, mitochondrial (Homo sapiens), Q9NXA8. Purified SirT5, succinyl-peptide AMC, trypsin-coupled fluorescence. inhibition, % at 15 µM. 1.1% of 330,000 active. AID 652115, 2013; in the data active means inhibition above about 15%; inconclusive means no clear call, values can overlap the other calls
Target sequence (Q9NXA8 whole entry, looked up): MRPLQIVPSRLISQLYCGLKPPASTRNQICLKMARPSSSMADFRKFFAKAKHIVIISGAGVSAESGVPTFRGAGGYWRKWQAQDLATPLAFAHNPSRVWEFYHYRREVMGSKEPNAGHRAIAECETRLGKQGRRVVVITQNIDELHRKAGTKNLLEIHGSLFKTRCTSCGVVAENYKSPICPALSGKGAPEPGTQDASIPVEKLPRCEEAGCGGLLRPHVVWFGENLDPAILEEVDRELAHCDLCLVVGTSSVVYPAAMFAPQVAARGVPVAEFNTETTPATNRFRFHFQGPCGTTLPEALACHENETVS
LGR2 inh: inhibitors of bursicon-induced LGR2 CRE-luciferase signal, primary screen, cell-based, HEK293, CRE-luciferase reporter, bursicon stimulation; inhibition, % at 9.99 µM; Drosophila bursicon receptor LGR2 (rickets); bursicon-stimulated, 4 h; 0.35% of 380,000 active;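 active means drop in luminescence signal, shown as inhibition above about 50% in the replicate tests, limit read from the data, passing the limit was not always enough; inconclusive means probably only some replicates passing the limit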;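 further: agonist challenge used bursicon conditioned medium at about half maximal strength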
C2C12 statin: suppressors of statin myotoxicity in C2C12 myotubes, primary screen, cell-based, single point, plate reader; C2C12 myotubes + simvastatin, ATP luminescence, 48 h; scaled: DMSO 0, geranylgeraniol control 100; rescue of ATP level, % at 7.49 µM; 0.78% of 330,000 active;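 active means mean ATP rescue above about 67%, or every replicate alone reaching that limit, limit read from the data, passing the limit was not always enough; inconclusive means no clear call, values can overlap the other calls; inactive means mean under the limit and some replicate under it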;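 further: myotubes were challenged with 10 µM simvastatin during compound exposure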
esBAF inh: Bmi1 luciferase reporter increase in mESCs, primary screen, esBAF inhibitor project, mouse ES cells, Bmi1 luciferase knock-in, single point. reporter increase, % at 12.5 µM. AID 602393, 2012. 24 h; 100% = twice the neutral-well signal. 2% of 350,000 active; in the data active means activation above about 40%; inconclusive means no clear call, values can overlap the other calls;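 further: 0% = median of the plate's neutral control wells and 100% = double that signal; a rise in the Bmi1 reporter signal indicates esBAF inhibition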
S100A4 inh HTS: inhibitors of S100A4-myosin IIA peptide binding, primary screen, biochemical, fluorescence polarization, TAMRA-MyoIIA peptide; AID 652163, 2013; Protein S100-A4 (Homo sapiens), P26447; inhibition, % at 10.7 µM; 0.14% of 360,000 active;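 active means mean inhibition of at least 70% across replicates, with every replicate also reaching that level; inconclusive means mean inhibition reaches 70% but some replicates fall short; inactive means mean inhibition below 70%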
Target sequence (P26447 whole entry, looked up): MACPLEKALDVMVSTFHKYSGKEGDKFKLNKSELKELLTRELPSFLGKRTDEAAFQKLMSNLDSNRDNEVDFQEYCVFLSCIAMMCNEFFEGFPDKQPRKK
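Material: human S100A4 monomer with TAMRA-labelled myosin IIA peptide; buffer or medium: HEPES pH 7.2 with CaCl2, KCl, NaCl, DTT, Triton; compound dosing: one concentration per compound; schedule: 5 min incubation before reading; benchmarks: neutral control DMSO, positive control TFP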
FN deposit inh: inhibitors of fibronectin matrix deposition, primary screen, AH1F cells, Alexa488-fibronectin fluorescence, plate reader; inhibition, % at 12.6 µM; 0.086% of 350,000 active; AID 743247, 2014; AH1F fibroblasts, overnight;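 active means mean inhibition across replicates of 30% or more, regardless of how many single replicates reach that level; inconclusive means mean under 30% yet at least half of replicates reach 30%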;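 further: positive control wells lacked labelled fibronectin entirely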
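Assay system: AH1F fibroblast monolayer, labelled fibronectin deposition. Amount: 10000 cells per well. Also added: labelled fibronectin 24 nM. Compound: single-point pinned compound. Incubation: cell attachment 1 h, compound and FN exposure overnight. Detection: fluorescence after three HBSS washes, excitation 485 nm, emission 525 nm. Read-out: inhibition of fibronectin deposition signal.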
Starred values were filed as active, the others as inactive; ? = inconclusive; / = no result given; & = joins results of further samples. An excerpt, so the mix of outcomes need not match the whole.

SMILES | CASP6 VEID inh | SIRT5 inh | LGR2 inh | C2C12 statin | esBAF inh | S100A4 inh HTS | FN deposit inh
O=C(NCc1ccccc1)c1cncc(Br)c1 | 0 | -2 | -12 | / | / | 0 | 10
CCOc1ccc(C(=O)C(C)OC(=O)c2nc(Cl)ccc2Cl)cc1 (stereo not given) | 3 | -1 | -17 | / | / | -2 | -4
Cc1ccc(S(=O)(=O)N2CCC(NC(=O)c3cccc(C)c3)CC2)cc1 | 1 | -2 | -2 | / | / | -5 | -5
Cc1cc(NC(=O)CSc2nnnn2-c2ccc(C)c(C)c2)no1 | -1 | -2 | 9 | / | / | -3 | -10
CN(C)CC(=O)N1CC2(C1)[C@H](c1ccccc1)[C@@H](CO)N2C(=O)C1CCCC1 | -1 | -9 | -5 | / | / | 12 | 12
Cc1ccc(S(=O)(=O)N(C)C[C@@H]2Oc3ccc(NS(C)(=O)=O)cc3CC(=O)N([C@H](C)CO)C[C@@H]2C)cc1 | 0 | 0 | -9&1 | -1 | -2 | 4 | -3&-1
CCOC(=O)C(c1ccccc1)C(Nc1ccc(F)cc1)c1ccccn1 (stereo not given) | 0 | 2 | -13 | 7 | -8 | 0 | 10
CCN(C(=O)Cc1nc(N)n[nH]1)C1(C(=O)Nc2ccccc2)CCCCC1 | 0 | 0 | / | / | / | -2 | -2
CC(=O)OC1COC(n2ccc3cc([N+](=O)[O-])ccc32)C(OC(C)=O)C1OC(C)=O (stereo not given) | / | / | / | 8 | -7 | / | 9
c1cc(-c2ccc3c(c2)CCO3)n2cnnc2c1 | 5 | -2 | -14 | 11 | 2 | 0 | 4
CCO[C@@H]1OC(C(=O)O)=C[C@H](c2ccccc2)[C@H]1CCCO | -3 | -3 | 16 | 13 | -1 | -5 | -2
O=c1cc(-c2ccc(OCc3ccccc3)cc2)oc2cc(OCc3ccccc3)cc(OCc3ccccc3)c12 | 6 | 2 | 18 | -6 | 2 | -17 | -5

An excerpt taken from the entries so far, for reference:
SMILES | CASP6 VEID inh | SIRT5 inh | LGR2 inh | C2C12 statin | esBAF inh | S100A4 inh HTS | FN deposit inh
CC(=O)OC1COC(n2ccc3cc([N+](=O)[O-])ccc32)C(OC(C)=O)C1OC(C)=O (stereo not given) | / | / | / | 8 | -7 | / | 9
c1cc(-c2ccc3c(c2)CCO3)n2cnnc2c1 | 5 | -2 | -14 | 11 | 2 | 0 | 4

(listing goes on)
SMILES | CASP6 VEID inh | SIRT5 inh | LGR2 inh | C2C12 statin | esBAF inh | S100A4 inh HTS | FN deposit inh
COc1ccccc1-c1cnc2c(c1)C(=O)N([C@H](C)CO)C[C@@H](C)[C@@H](CN(C)C(=O)c1cccnc1)O2 | 0 | 1 | -1 | 1 | -15 | -2 | /
O=C(N[C@@H](Cc1ccccc1)C(=O)O)c1c(F)c(F)c(F)c(F)c1F | 1 | -5 | -12 | 10 | 3 | -4 | -2
CCOc1ccc(CCNC(=O)CN(C)S(=O)(=O)c2cccs2)cc1OCC | 1 | -1 | -16 | 6 | -10 | -5 | /
COc1ccc(NC(=O)N[C@H]2CC[C@H](CCNC(=O)Cc3ccncc3)O[C@H]2CO)cc1 | 1 | -2 | 4 | -6 | -1 | 11 | 12
O=C(C[C@H]1C=C[C@@H](NC(=O)C2CC2)[C@H](CO)O1)NCc1ccccc1Cl | -2 | 0 | -6 | -1 | -2 | -10 | -1
COc1ccc(OC)c2sc(NC(=O)C3=COCCO3)nc12 | 1 | -1 | / | -10 | 6 | -1 | -4
CS(=O)(=O)N1CCC(Oc2ccccc2C(=O)N2CCN(CC3CC3)CC2)CC1 | -1 | -2 | 0 | / | / | -2 | 3
CCN1CC=C2C(C#N)=C(N)C(C#N)(C#N)C(c3cc(Cl)ccc3Cl)C2C1 (stereo not given) | / | / | / | 3 | 4 | / | -6
CCOc1cc(C)c(S(=O)(=O)Nc2ccc(F)cc2)cc1C | / | / | / | 0 | 1 | / | 1
C[C@@H]1CCCCO[C@H](CN(C)S(=O)(=O)c2ccc(F)cc2)[C@H](C)CN([C@H](C)CO)C(=O)c2cc(NS(=O)(=O)c3cn(C)cn3)ccc2O1 | -1 | 1 | -13 | / | -2 | -3 | -5
CC(=O)Nc1ccc(N=NC2C(=O)N(C(N)=S)N=C2C)cc1 (stereo not given) | -2 | -9 | -21 | 7 | 2 | 8 | 2
CCOC(=O)C1=C(c2ccccc2)NC(=O)NC1c1cc(Br)c(O)c(OC)c1 (stereo not given) | 4 | 4 | / | 5 | 5 | -1 | 5
CCSc1nc(-c2cccs2)nc2ccccc12 | 0 | -6 | 7 | -9 | -9 | 17 | -7
Cc1c(NC(=O)c2cccc(-c3cc4ccccc4oc3=O)c2)cccc1-c1nc2ncccc2o1 | 0 | -5 | / | / | / | -11 | -3
O=C(COc1ccccc1Cl)NCCc1ccc2c(c1)OCCO2 | 1 | -1 | -12 | / | / | -2 | -5
COc1ccc(C#Cc2ccc([C@@H]3[C@@H](CO)N4CCCCN(C(=O)Nc5ccc(F)cc5)C[C@@H]34)cc2)cc1 | 1 | -3 | 10 | / | / | 102* | /
C[C@@H]1CN([C@H](C)CO)C(=O)c2cc(-c3ccccc3)cnc2O[C@H]1CN(C)C(=O)c1ccccc1F | / | -1 | -3 | 0 | 6 | -5 | /
COc1ccc(CS(=O)(=O)CC(C)(O)c2ccc(Cl)cc2)cc1 (stereo not given) | -2 | 0 | 3 | 10 | -2 | 1 | -1
COc1cc(OC)c(OC)cc1CN1CCN(Cc2cccn2C)CC1 | / | / | -2 | -3 | -1 | / | 7
O=C(c1ccc2c(c1)OCO2)N1CCCCN2[C@H](CO)[C@@H](c3ccc(-c4ccccc4)cc3)[C@H]2C1 | 2 | 10 | -5 | / | / | 1 | /
Cc1ccnc(NS(=O)(=O)c2ccc(NC(=O)c3ccc(N4C(=O)CCC4=O)cc3)cc2)n1 | 2 | 8 | 3 | / | / | 11 | 8
CCCc1cc(=O)oc2cc(OCC(=O)NC(Cc3c[nH]c4ccc(O)cc34)C(=O)O)c(Cl)cc12 (stereo not given) | 13 | 1 | -4 | 5 | 3 | -10 | /
CCOC(=O)N1CCC(NC(=O)CC2C(=O)NCCN2Cc2ccc(C)cc2)CC1 (stereo not given) | -1 | 0 | 2 | -6 | -4 | -2 | -23
Cc1ccc(Nc2c([N+](=O)[O-])c(=O)oc3ccccc23)cc1C | 2 | 1 | -23 | / | / | 2 | 8
COC(=O)CC1C(=O)NCCN1C(=S)NC(=O)C(c1ccccc1)c1ccccc1 (stereo not given) | -1 | -5 | 7 | / | / | -7 | 0
CCN(CC)Cc1ccc(OC)c(Cl)c1 | -11 | -4 | 5 | / | / | -7 | -1
CCCN1[C@@H]2c3cccc(=O)n3C[C@H]1[C@H](CO)[C@H]2C(=O)NC1Cc2ccccc2C1 | 0 | 0 | -3 | -8 | -4 | -11 | /
CCCOc1ccc(C(=O)N(CC(C)C)c2c(N)n(Cc3ccccc3)c(=O)[nH]c2=O)cc1 | -4 | 1 | 19 | 0 | 7 | -3 | 11
CCCCn1c(NCCO)nc2ccccc21 | -1 | 0 | -5 | 7 | -6 | -19 | 4
COc1ccc(CN(C)C[C@H]2Oc3c(NC(=O)Nc4c(C)noc4C)cccc3C(=O)N([C@@H](C)CO)C[C@@H]2C)cc1 | 0 | -3 | -8 | 32 | 2 | 26 | /
C/C(=N\NC(=O)c1c(Br)cnn1C)c1ccc(NC(=O)c2ccc(F)cc2)cc1 | -1 | -2 | -35 | / | / | -6 | 5
Cn1c(=O)c2c(nc(NNC(=O)C(F)(F)F)n2C)n(C)c1=O | 0 | -5 | -1 | / | / | 0 | 8
Cn1c(=O)n(C)c2cc([N+](=O)[O-])c(N3CCN(S(=O)(=O)c4ccccc4)CC3)cc21 | -3 | -1 | 10 | 3 | 1 | -3 | 4
NS(=O)(=O)c1ccc(CCNC(=O)COC(=O)COc2cccc(C(F)(F)F)c2)cc1 | 0 | -2 | -5 | -1 | -6 | -6 | 9
CCOc1ccc(C(=O)C[n+]2cccc3cc(C)ccc32)cc1 | -6 | 1 | / | -16 | -26 | -2 | 1
COc1cc(SC)ccc1C(=O)Nc1ccc2c(c1)OCCO2 | 2 | -1 | ? | -16 | -6 | 4 | /
COc1ccc(NC(=O)N[C@@H]2CC[C@H](CCn3cc(-c4ccccn4)nn3)O[C@@H]2CO)cc1 | -2 | -1 | 16 | 11 | 5 | 4 | 19
N#Cc1cccc(C(=O)OCC(=O)c2ccc3c(c2)NC(=O)CO3)c1 | 4 | 0 | 2 | 6 | -4 | 1 | -3
C[C@@H]1CCCCO[C@H](CN(C)S(=O)(=O)c2cn(C)cn2)[C@H](C)CN([C@H](C)CO)C(=O)c2cc(NS(C)(=O)=O)ccc2O1 | 0 | -1 | -14 | / | -3 | 47 | /
COc1ccc2[nH]c(C(=O)N3CCC(CO)(Cc4cccc(C(F)(F)F)c4)CC3)c(C)c2c1 | 13 | -1 | 3 | 32 | -9 | 8 | 1

In the list so far, these have an aryl methoxy group:
SMILES | CASP6 VEID inh | SIRT5 inh | LGR2 inh | C2C12 statin | esBAF inh | S100A4 inh HTS | FN deposit inh
COc1ccccc1-c1cnc2c(c1)C(=O)N([C@H](C)CO)C[C@@H](C)[C@@H](CN(C)C(=O)c1cccnc1)O2 | 0 | 1 | -1 | 1 | -15 | -2 | /
COc1ccc(NC(=O)N[C@H]2CC[C@H](CCNC(=O)Cc3ccncc3)O[C@H]2CO)cc1 | 1 | -2 | 4 | -6 | -1 | 11 | 12
COc1ccc(OC)c2sc(NC(=O)C3=COCCO3)nc12 | 1 | -1 | / | -10 | 6 | -1 | -4
CCOC(=O)C1=C(c2ccccc2)NC(=O)NC1c1cc(Br)c(O)c(OC)c1 (stereo not given) | 4 | 4 | / | 5 | 5 | -1 | 5
COc1ccc(C#Cc2ccc([C@@H]3[C@@H](CO)N4CCCCN(C(=O)Nc5ccc(F)cc5)C[C@@H]34)cc2)cc1 | 1 | -3 | 10 | / | / | 102* | /
COc1ccc(CS(=O)(=O)CC(C)(O)c2ccc(Cl)cc2)cc1 (stereo not given) | -2 | 0 | 3 | 10 | -2 | 1 | -1
COc1cc(OC)c(OC)cc1CN1CCN(Cc2cccn2C)CC1 | / | / | -2 | -3 | -1 | / | 7
CCN(CC)Cc1ccc(OC)c(Cl)c1 | -11 | -4 | 5 | / | / | -7 | -1
COc1ccc(CN(C)C[C@H]2Oc3c(NC(=O)Nc4c(C)noc4C)cccc3C(=O)N([C@@H](C)CO)C[C@@H]2C)cc1 | 0 | -3 | -8 | 32 | 2 | 26 | /
COc1cc(SC)ccc1C(=O)Nc1ccc2c(c1)OCCO2 | 2 | -1 | ? | -16 | -6 | 4 | /
COc1ccc(NC(=O)N[C@@H]2CC[C@H](CCn3cc(-c4ccccn4)nn3)O[C@@H]2CO)cc1 | -2 | -1 | 16 | 11 | 5 | 4 | 19
COc1ccc2[nH]c(C(=O)N3CCC(CO)(Cc4cccc(C(F)(F)F)c4)CC3)c(C)c2c1 | 13 | -1 | 3 | 32 | -9 | 8 | 1
